GPR35 arrestin U2OS – GPR35 antagonists blocking zaprinast-driven arrestin recruitment, primary screen, imaging, U2OS, beta-arrestin-GFP, zaprinast agonist (AID 2058) | G-protein coupled receptor 35 (Homo sapiens) | U2OS GPR35 beta-arrestin-GFP translocation imaging, zaprinast antagonism; higher % means a stronger effect | inhibition, % at 10 µM; hits with a dose series show IC50 in µM | actives 0.052% (n = 290,000);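 active means inhibition of at least 50% with at least 30 cells and total cytoplasm GFP at most 10,000,000; inconclusive means under 30 cells or total GFP of 10,000,000 plus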
UTI89 phage lysis – inhibition of K1F phage lysis, E. coli UTI89, bacterial capsule biogenesis inhibitors, alamar blue (AID 488966) | actives 0.02% (n = 340,000) | one-dose inhibition, % at 100 µM; IC50 in µM for titrated hits | E. coli UTI89 K1F phage lysis, alamar blue, 2 h; higher % means a stronger effect;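 active means phage lysis inhibition, versus mean bacterial control, above a set limit; inconclusive means no clear call, values can overlap the other calls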;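 further: capsule biogenesis inhibitors block K1F phage lysis so surviving cells raise fluorescence; higher fluorescence means more inhibition of phage lysis; actives were called in the ten point dose series up to 300 µM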
NS5 inhibitors – Dengue-2 NS5 methyltransferase inhibitors, primary screen, biochemical, confirmation dose response (AID 588689); Genome polyprotein (Dengue virus type 2 (strain 16681-PDK53)); inhibition, % at 25 µM; hits with a dose series show IC50 in µM; Dengue-2 NS5 methyltransferase capping enzyme assay, biochemical; higher % means a stronger effect; actives 0.3% (n = 340,000); in the data active means a potency from the dose series; inconclusive means inhibition above about 29% without an active follow-up result
WT yeast gro inh – growth inhibition of WT strain, primary screen, mitochondrial fusion inhibitor project, WT and mutant strains, chemical genetic; mitochondrial fusion phenotypic screen; inhibition, % at 10 µM; actives 2.1% (n = 190,000); AID 1362, 2008; in the data active means inhibition above about 58%; tested in S. cerevisiae
LYP inhibition – inhibitors of LYP phosphatase, biochemical, fluorescence intensity, uHTS (AID 1779); Tyrosine-protein phosphatase non-receptor type 22 (Homo sapiens); recombinant LYP phosphatase, fluorescence intensity; higher % means a stronger effect; inhibition, % at 11.5 µM, or IC50 in µM where a hit was titrated; actives 0.054% (n = 290,000); in the data active means inhibition above about 50%;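 further: plate controls were vehicle with enzyme for no effect and no enzyme for full effect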
NTR1 ag – agonists of NTR1, primary screen, imaging, U2OS cells, beta-arrestin-GFP, high content (AID 493036) | NTR1-U2OS beta-arrestin-GFP spot imaging, agonist mode | Neurotensin receptor type 1 (Homo sapiens), P30989 | actives 0.17% (n = 330,000) | activation, % at 20 µM;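 active means activation at or above 40% of the spot to cytoplasm intensity ratio, with at least 20 cells analyzed; inconclusive means wells under 20 cells, flagged as cytotoxic or low count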;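 further: 0% = DMSO without peptide and 100% = 100 nM NTR1 peptide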
Target sequence (P30989 whole entry, looked up): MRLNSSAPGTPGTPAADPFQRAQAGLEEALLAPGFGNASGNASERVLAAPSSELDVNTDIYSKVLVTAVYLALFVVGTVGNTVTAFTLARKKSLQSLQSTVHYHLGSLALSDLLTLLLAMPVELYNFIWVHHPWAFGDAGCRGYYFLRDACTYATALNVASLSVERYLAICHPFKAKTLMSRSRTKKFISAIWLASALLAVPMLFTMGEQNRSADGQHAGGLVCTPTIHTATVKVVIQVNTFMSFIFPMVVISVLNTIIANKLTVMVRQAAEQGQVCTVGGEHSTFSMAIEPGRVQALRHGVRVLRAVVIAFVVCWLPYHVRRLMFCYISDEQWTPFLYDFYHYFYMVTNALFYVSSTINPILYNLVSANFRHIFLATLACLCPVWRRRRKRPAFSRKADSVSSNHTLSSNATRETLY
Autophagy HCS – autophagy modulators in MEF cells, primary screen, imaging, high-content, MEF GFP-LC3. MEF GFP-LC3 puncta imaging; test concentration mostly 10 µM. calls only at 10 µM (by protocol). actives 0.98% (n = 190,000);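 active means percentage of spot-positive cells more than 3 SD above its plate mean, without a fluorescence outlier flag or 80% toxicity; inconclusive means no clear call, values can overlap the other calls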;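 further: spot-positive cell cutoff set from DMSO-treated cells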
RSV antiviral HEp-2 – RSV antiviral activity via CPE protection, HEp-2 cells, primary 10 µM value included (AID 2391); HEp-2 cells, RSV-induced CPE inhibition; higher % means a stronger effect; CPE inhibition, % at 10 µM; hits with a dose series show IC50 in µM; actives 0.13% (n = 310,000); in the data active means a potency from the dose series; inconclusive means CPE inhibition mostly from about 23% at the one dose, without a potency; inactive means the rest, 99 in 100 with CPE inhibition below about 21%; further: strong numbers were not always called active
AID2073 – inhibitors of Mint1-CaV2.2 protein interaction, biochemical, HTRF (AID 2073); inhibition, % at 20 µM; hits with a dose series show IC50 in µM; HTRF protein-protein interaction, Mint1-CaV2.2; higher % means a stronger effect; actives 0.19% (n = 290,000); Voltage-dependent N-type calcium channel subunit alpha-1B (Homo sapiens); in the data active means inhibition mostly above about 51%, no sharp cut-off; inconclusive means no clear call, values can overlap the other calls; inactive means mostly below about 53%; further: some results filed as inactive read as strong as hits
WT yeast gro inh mutant strain – second read-out of WT yeast gro inh, no call of its own (marks repeat the call); inhibition, %; mitochondrial fusion phenotypic screen, mutant strain inhibition
Autophagy HCS cell loss 18 h – also measured in Autophagy HCS; calls as there; toxicity, %; measured here: cell loss, nuclei count;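 cell loss after 18 h compound exposure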
NTR1 ag cell count 20 µM – further read-out of NTR1 ag, marked with its call; cell count; measured here: cell count, cytotoxicity flag
NS5 inhibitors pilot replicate – further read-out of NS5 inhibitors, marked with its call; inhibition, %; measured here: pilot screen replicate inhibition
An asterisk follows results filed as active; i = inactive; u = inconclusive; x = not tested or not shown; [ ] = remark or other dose.

SMILES | GPR35 arrestin U2OS | UTI89 phage lysis | NS5 inhibitors | WT yeast gro inh | WT yeast gro inh mutant strain | LYP inhibition | NTR1 ag | NTR1 ag cell count 20 µM | Autophagy HCS | Autophagy HCS cell loss 18 h | RSV antiviral HEp-2 | AID2073 | others
N#Cc1ccc(OCC(=O)OCC(=O)Nc2sccc2C(N)=O)cc1 | x | -0.8% | -4% | x | x | x | 0.4 | 65 | x | x | 0.8% | x
Cc1ccc(NC(=O)NCc2ccc3c(c2)OCO3)cc1 | 14% | -0.3% | -3% | -11 | -12 | 2% | 0.6 | 53 | i | 5 | -0.2% | -2%
N#CCCN(C(=O)CCl)c1cccc(Cl)c1 | 16% | -0.5% | -7% | 9 | 4 | -6% | 1.3 | 45 | i | 8 | 0.8% | 1%
O=C(NNC(=O)c1ccc(SCC2CCCO2)c([N+](=O)[O-])c1)c1ccc(Cl)c([N+](=O)[O-])c1 (stereo not given) | -2% | -0.2% | -1% | -7 | 5 | -7% | 1.9 | 78 | i | -3 | 2.3% | 33%
Cc1cccc(NC(=O)COc2coc(CN3CCN(c4ccccc4)CC3)cc2=O)c1 | x | -0.2%[50 µM] | 4% | x | x | x | -0.6 | 57 | x | x | -0.2% | x
CC(C(=O)NCC(=O)Nc1ccc(F)c(F)c1F)N1CCN(c2ccc(O)cc2)CC1 (stereo not given) | x | 0.9%[50 µM] | 0% | x | x | x | 0.5 | 73 | x | x | -0.5% | x
CCOC(=O)c1c(NC(=O)COc2ccccc2)sc2c1CC(C)(C)NC2(C)C | 10% | -1.1% | -4% | 57 | 38 | -4% | 9.8 | 23 | i | -9 | u | -1%
O=C(Cn1c(=O)n(-c2ccccc2)c(=O)c2oc3ccccc3c21)Nc1ccccc1 | -11% | -0.2% | -8% | 10 | 0 | -1% | -0.2 | 70 | i | 3 | 5.6% | 8%
CCCCN1C(=O)C(=O)N(CC(=O)Nc2sc(C)c(CC)c2C(=O)OCC)C1=O | x | 0.0%[50 µM] | 4% | x | x | x | 6.2 | 59 | x | x | -0.3% | x
NC(=O)C1=C[C@H](c2csc3ccccc23)C[C@H](OCCCCO)O1 | -9% | 1.9% | 8% | 1 | -2 | -4% | 0.0 | 53 | i | 3 | 4.6% | -6%
Cc1c(CN2CCC(CO)(CCOc3ccccc3)CC2)[nH]c2c(Cl)cccc12 | 7% | -0.3% | -2% | 93* | 91* | -5% | 67* | 55* | i | 3 | -3.7% | 5%
O=C(c1cc(COc2ccc(F)cc2F)on1)N1CCSCC1 | 32% | 0.1% | -4% | -5 | -4 | -6% | 0.9 | 47 | i | 1 | 3.5% | -6%

Two consecutive entries out of the list so far:
SMILES | GPR35 arrestin U2OS | UTI89 phage lysis | NS5 inhibitors | WT yeast gro inh | WT yeast gro inh mutant strain | LYP inhibition | NTR1 ag | NTR1 ag cell count 20 µM | Autophagy HCS | Autophagy HCS cell loss 18 h | RSV antiviral HEp-2 | AID2073 | others
O=C(NNC(=O)c1ccc(SCC2CCCO2)c([N+](=O)[O-])c1)c1ccc(Cl)c([N+](=O)[O-])c1 (stereo not given) | -2% | -0.2% | -1% | -7 | 5 | -7% | 1.9 | 78 | i | -3 | 2.3% | 33%
Cc1cccc(NC(=O)COc2coc(CN3CCN(c4ccccc4)CC3)cc2=O)c1 | x | -0.2%[50 µM] | 4% | x | x | x | -0.6 | 57 | x | x | -0.2% | x

Additional records.
SMILES | GPR35 arrestin U2OS | UTI89 phage lysis | NS5 inhibitors | WT yeast gro inh | WT yeast gro inh mutant strain | LYP inhibition | NTR1 ag | NTR1 ag cell count 20 µM | Autophagy HCS | Autophagy HCS cell loss 18 h | RSV antiviral HEp-2 | AID2073 | others
O=C(NCc1ccc(Cl)cc1)C1CCN(C(=O)c2ccco2)CC1 | 6% | 0.2% | -2% | x | x | -3% | 0.0 | 47 | x | x | 2.3% | 10%
COc1ccc(C(=O)Nc2cccc(C(=O)NCc3ccccc3)c2)cc1 | -8% | 0.3% | -2% | -12 | -3 | -5% | 0.5 | 60 | i | -14 | 18% | u
CC(NC(=O)CCCc1c[nH]c2ccccc12)c1ccc(F)cc1 (stereo not given) | -10% | -0.3% | -1% | x | x | -14% | 0.7 | 47 | x | x | 15% | -3%
Cc1ccc(Cn2ncc3c(NN)ncnc32)cc1 | -11% | -1.9%[50 µM] | -3% | x | x | -6% | -0.1 | 77 | x | x | 3.1% | 3%
CCC(=O)Nc1nc(C)c(-c2csc(Nc3cccc(C(=O)O)c3)n2)s1 | 0% | -0.2% | 19% | -12 | 4 | -4% | 2.7 | 55 | i | 30 | -2.6% | 34%
CCOC(=O)c1cc2cc3ccccc3cc2[nH]1 | -24% | 0.4% | 4% | 11 | 0 | -5% | -0.3 | 75 | i | -9 | 15% | 4%
COc1ccc(C2NC(c3ccc(OC)cc3)C([N+](=O)[O-])C(C)(C)C2[N+](=O)[O-])cc1 (stereo not given) | -1% | 0.7% | -2% | 17 | 5 | 10% | -0.6 | 28 | i | 2 | 2.6% | 28%
CC(=O)N(CCN(C(C)=O)c1ccccc1)c1ccccc1 | 3% | 2.0% | -7% | -10 | -3 | -1% | -2.1 | 72 | i | -1 | -0.2% | -6%
Cc1ccccc1CN1CCN(c2nc3ccccc3s2)CC1 | 2% | 0.0% | 1% | x | x | -4% | 5.5 | 72 | x | x | 1.1% | -7%
Cc1ccccc1CSCCNC(=O)CSCc1ccc([N+](=O)[O-])cc1 | 4% | -0.7% | -4% | 0 | 17 | -4% | 0.5 | 51 | i | -1 | u | 6% | NS5 inhibitors pilot replicate=-2.3
O=C(c1ccccc1)c1cccc(NC(=O)c2ccco2)c1 | 5% | 0.5% | -3% | 8 | 1 | -6% | 0.5 | 52 | i | -10 | -0.7% | -11%
c1ccc(-c2n[nH]c3ccccc23)cc1 | 11% | 0.2% | 2% | 8 | 1 | 3% | -1.9 | 58 | i | 5 | 1.5% | 2%
CCNc1ccccc(C(=O)/C=C/c2ccc3c(c2)OCO3)c1=O | -4% | -0.5% | 16% | 33 | 39 | 1% | 2.8 | 54 | i | 27 | 3.6% | -5%
COc1ccc(NC(=O)CN2CCN(CC(=O)Nc3cc(OC)cc(OC)c3)CC2)cc1 | -1% | 0.5% | -2% | 0 | -8 | -4% | x | x | x | x | x | -11%
NC(=O)c1ccsc1NC(=O)COC(=O)c1ccccc1NCc1ccco1 | -3% | 3.6% | -6% | 5 | -2 | -14% | 15 | 72 | i | 14 | 16% | 7%
COCCNC(=O)CN(c1cc(Cl)ccc1OC)S(C)(=O)=O | 2% | 0.1% | 1% | -14 | -12 | -9% | -1.3 | 58 | i | 12 | 0.7% | -1%
COC(=O)CN(c1ccc2c(c1)OCCO2)S(=O)(=O)c1ccccc1 | -1% | 0.2% | x | 73* | 6.0* | -2% | 0.1 | 66 | i | 0 | 0.7% | 30%
Cc1cc(OC(C)C(=O)NCc2ccncc2)c2c(C)c(C)c(=O)oc2c1 (stereo not given) | 4% | 0.5% | 0% | x | x | -8% | 0.8 | 52 | x | x | 2.9% | 28%
Cc1ccc(Cc2nc(-c3ccccn3)no2)cc1 | 13% | 5.2% | -7% | 12 | 8 | -6% | -2.0 | 53 | i | -3 | 1.0% | -3%
CCN(CC)CC(=O)Nc1ccc(C)cc1Br | 4% | 0.1% | 1% | 38 | 9 | -8% | -0.9 | 45 | i | -5 | 1.4% | 2%
CCOC(=O)N1CCC(NS(=O)(=O)c2cc(C(=O)OC)n(C)c2)CC1 | -4% | -0.6% | 0% | x | x | -9% | 4.4 | 62 | x | x | 2.9% | 4%
O=C(CN(Cc1ccco1)Cc1cccs1)N1CCN(S(=O)(=O)c2cccc(F)c2)CC1 | x | -0.2%[50 µM] | 0% | x | x | x | 0.0 | 59 | x | x | 2.2% | x
Oc1cc2ccccc2cc1-c1n[nH]c(=S)o1 | -5% | -0.1% | 10% | -2 | 28 | 10% | 0.2 | 80 | i | -16 | 6.5% | 49%
CCOC(=O)C1(Cc2ccccc2Cl)CCN(C(=O)c2cc(C)on2)CC1 | -6% | 0.1% | 1% | x | x | -4% | 0.3 | 54 | x | x | 5.3% | 5%
N#Cc1nc(-c2ccco2)oc1N1CCCC1 | -5% | 0.3% | -3% | -9 | 7 | -21% | -0.3 | 30 | i | 10 | 2.0% | 16%
CSc1cc(C)nc(NC(C)=O)n1 | 3% | 0.3% | -3% | 1 | -4 | -2% | 0.8 | 45 | i | 1 | -0.1% | 12%
Cc1ccccc1N1CCN(CCC(=O)Nc2ccc(F)cc2)CC1 | 7% | 4.5% | -11% | x | x | -8% | 1.0 | 59 | x | x | 3.8% | 12%
O=C(N=C1c2ccccc2CN1c1ccc(F)cc1)c1ccc(Cl)nc1 | -14% | -0.4% | -4% | 10 | 6 | 7% | 1.5 | 43 | i | 8 | 2.4% | 28%
CC(C)c1ccc2[nH]c3c(c2c1)CCC/C3=N\NC(=O)c1ccncc1 | -8% | 0.2% | -2% | x | x | 2% | 6.3 | 44 | x | x | 11% | 21%
O=C(Cn1c(C(=O)N2CCc3ccccc3C2)cc2sccc21)c1ccccc1 | -16% | 8.0% | -6% | 2 | 5 | -1% | 7.9 | 53 | i | -5 | 4.4% | 16%
Cc1ccc(NC(=O)Cc2sc(C)nc2-c2ccc(C)cc2)cc1 | -1% | 1.9% | -3% | 14 | -1 | 3% | -1.7 | 60 | i | 1 | 3.2% | -5%
Cc1ccc2nc(/C(C#N)=C/c3ccc(O)c(O)c3)[nH]c2c1 | -1% | 0.2% | -91% | x | x | -3% | -0.4 | 52 | x | x | 19% | -15%
O=C(c1ccco1)N1CCN(c2ccc([N+](=O)[O-])c(N3CCOCC3)c2)CC1 | 2% | 3.0% | -4% | -13 | 6 | 1% | -0.4 | 50 | i | 2 | 2.7% | 22%
COc1ccc(CN(C(=O)CN2C(=O)COc3ccccc32)C2CCCC2)c(OC)c1 | 7% | -1.0% | -3% | -6 | -7 | -4% | 0.6 | 84 | i | 3 | -0.7% | -2%
CN(C)C(CNC(=O)c1ccc(-c2ccccc2)cc1)c1ccccc1 (stereo not given) | 1% | 0.5% | 0% | x | x | -6% | -0.2 | 36 | x | x | 5.1% | 13%
O=C(CN1C(=O)COc2ccc(Cl)cc21)NC1CC1 | -12% | 1.2%[50 µM] | -2% | x | x | -6% | 0.4 | 66 | x | x | 0.6% | 8%

Screening data as filed in PubChem BioAssay.

This is a random part of the collection, and some 2.6% of all compounds hit somewhere here.
